# Assay outcomes (PubChem BioAssay)
# IDH1 R132H inh: qHTS for Inhibitors of mutant isocitrate dehydrogenase 1 (IDH1): qHTS | Isocitrate dehydrogenase [NADP] cytoplasmic (Homo sapiens), O75874 | IDH1-R132H enzyme, NADPH consumption, diaphorase/resazurin fluorescence | actives 0.093% (n = 390,000) | Potency, µM (doses to about 76.6 µM), for inactives: top-dose activity change, negative = inhibition, usual class: inhibitors | AID 602179, 2012; also: potency is read from the fitted curve at half-maximal effect; % is scaled to controls: 0 for no effect and ±100 for the full control effect; nearly all actives have a fitted effect of over 65% in size
# Target sequence (O75874 whole entry R132H, stated change not applied): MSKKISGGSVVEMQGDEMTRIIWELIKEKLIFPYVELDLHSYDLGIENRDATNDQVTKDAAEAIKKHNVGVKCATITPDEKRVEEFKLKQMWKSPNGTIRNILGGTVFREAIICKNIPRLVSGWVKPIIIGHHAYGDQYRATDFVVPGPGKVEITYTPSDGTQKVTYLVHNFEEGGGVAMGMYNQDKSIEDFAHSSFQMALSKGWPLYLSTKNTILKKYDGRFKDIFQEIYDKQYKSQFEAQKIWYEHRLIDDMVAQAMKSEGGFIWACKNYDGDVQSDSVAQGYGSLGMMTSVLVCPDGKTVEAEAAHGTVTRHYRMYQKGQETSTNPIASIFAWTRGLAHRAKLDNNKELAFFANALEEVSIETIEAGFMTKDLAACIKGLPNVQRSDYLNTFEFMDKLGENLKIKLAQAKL
#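 IDH1-R132H (0.5 ug/mL) preincubated 30 min with compound, then NADPH (0.016 mM) and alpha-KG (2 mM) added; 80 min at RT, pH 7.5. Remaining NADPH coupled via diaphorase/resazurin to fluorescence (540/590 nm); concentration-response curves normalized to no-enzyme control.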
# RGS4 inhibitor: Inhibitors of Regulator of G Protein Signaling (RGS) 4: qHTS. Regulator of G-protein signaling 4 (Homo sapiens), P49798. Transcreener GDP fluorescence polarization, RGS4-accelerated GTP hydrolysis. Potency, µM (highest dose often 114 µM), without a hit: at the highest dose activity change, negative = inhibition, hits mostly inhibitors. actives 0.039% (n = 390,000); also: potency is read from the fitted curve at half-maximal effect; % is scaled to controls: 0 for no effect and ±100 for the full control effect; nearly all actives have a fitted effect of over 75% in size; some results filed as inactive show a strong effect at the top dose
# Target sequence (P49798 whole entry, looked up): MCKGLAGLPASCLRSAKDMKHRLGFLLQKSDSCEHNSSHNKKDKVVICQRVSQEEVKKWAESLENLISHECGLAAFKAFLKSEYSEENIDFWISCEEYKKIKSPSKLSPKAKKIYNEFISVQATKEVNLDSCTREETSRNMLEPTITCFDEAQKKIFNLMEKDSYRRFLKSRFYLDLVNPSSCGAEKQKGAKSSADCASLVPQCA
#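 MLSMR compounds (23 nl, pin-transferred) preincubated 10 min at room temperature with a 500nM (2x) first reagent, then RGS4 at 900nM (2x) plus Transcreener GDP mix added; fluorescence polarization (620/688 nm) read before and after 90 min at 30 °C.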
# LDHA block: qHTS assay for inhibitors of human lactate dehydrogenase; purified LDHA, NADH/diaphorase-resazurin fluorescence; stronger effect = lower value; L-lactate dehydrogenase A chain (Homo sapiens), P00338; actives 0.15% (n = 480,000); activity change, % (values are at about 110 or 230 µM); AID 1347041, 2019; in the data active = activity change below about -30%; inconclusive = mostly about -25% to -30%;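 also: plate controls were DMSO wells for no effect and wells without enzyme for full effect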
#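 Enzyme activity of human lactate dehydrogenase 5 (2 nM; 0.06 mM NADH, 0.2 mM pyruvate, 5 min, RT) is measured via a resazurin/diaphorase fluorescence readout of residual NADH.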
# TrxR1 substrate: qHTS Assay for Substrates of Mammalian Selenoprotein Thioredoxin Reductase 1 (TrxR1): qHTS; actives 0.01% (n = 390,000); AID 588456, 2011; Potency, µM (titrated, usually from 114 µM), without a hit: at the top dose activity change, negative = substrate turnover; Thioredoxin reductase 1, cytoplasmic (Rattus norvegicus), O89049; purified TrxR1 substrate turnover, NADPH consumption readout; also: potency is read from the fitted curve at half-maximal effect; % is scaled to controls: 0 for no effect and ±100 for the full control effect; nearly all actives have a fitted effect of over 50% in size
#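 Rat TrxR1, dispensed at 90 nM, was prereduced with 400 uM NADPH (final) for 5 min at ~22 deg C, then incubated with compound 15 min before 400 uM selenite. A first-read NADPH fluorescence drop versus no-compound background flagged substrates.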
# Vif-APOBEC3F blk: qHTS for Inhibitors of Vif-A3F Interactions: qHTS; HeLa A3F-eYFP + Vif (tagged APOBEC3F with the HIV-1 protein that degrades it), YFP fluorescence increase; Potency, µM (doses to about 46.1 µM), for inactives: top-dose activity, negative = active; actives 0.2% (n = 390,000); AID 602313, 2012; also: potency is read from the fitted curve at half-maximal effect; % of control where 0% means no effect; nearly all actives have a fitted effect of over 65% in size
#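 HeLa cells stably expressing A3F-eYFP plus Vif, plated and incubated overnight at 37 deg C, then exposed to compounds overnight at 37 deg C. Blocked degradation read as raised yellow fluorescence (Ex 488/Em 500-530).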
# GRP78 ERSR act: qHTS for Inducers of the Endoplasmic Reticulum Stress Response (ERSR) in Human Glioma: qHTS | actives 0.02% (n = 420,000) | U87-MG GRP78 promoter luciferase reporter, 16 h | Potency, µM, for the others: top-dose activation, usual class: activators; also: potency is read from the fitted curve at half-maximal effect; series mostly up to about 76 µM; % of control where 0% means no effect; nearly all actives have a fitted effect of over 35% in size
#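 Stably transfected U87-MG glioma cells carrying a GRP78-based luciferase sensor; 16 h compound incubation. Luminescence end-point read 10 min after Bright-Glo addition at room temperature.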
# rTrxR1 inhibitor: qHTS Assay for Inhibitors of Mammalian Selenoprotein Thioredoxin Reductase 1 (TrxR1): qHTS | recombinant rTrxR1, NADPH fluorescence consumption, selenite substrate | Thioredoxin reductase 1, cytoplasmic (Rattus norvegicus), O89049 | actives 1% (n = 390,000) | Potency, µM (top dose mostly 114 µM), without a hit: at the top dose activity change, negative = inhibition, hits mostly inhibitors; also: potency is read from the fitted curve at half-maximal effect; % is scaled to controls: 0 for no effect and ±100 for the full control effect; nearly all actives have a fitted effect of over 65% in size
#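 Rat TrxR1 (90 nM in the dispensed reagent) was pre-reduced with 400 uM NADPH for 5 min at room temperature, then incubated with compound for 15 min. After 400 uM selenite was added, NADPH fluorescence (Ex 340/Em 450 nm) was followed for 8 min.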
# Vif-A3G inh: qHTS for Inhibitors of Vif-A3G Interactions: qHTS; DNA dC->dU-editing enzyme APOBEC-3G (Homo sapiens), Q9HC16; HeLa A3G-eYFP + Vif (tagged APOBEC3G with the HIV-1 protein that degrades it), YFP fluorescence, overnight; Potency, µM (top dose mostly 46.1 µM), for inactives: at the highest dose activity, negative = active, actives largely listed as inhibitors; actives 0.076% (n = 410,000);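 also: potency is read from the fitted curve at half-maximal effect; % is scaled to controls: 0 for no effect and ±100 for the full control effect; nearly all actives have a fitted effect of over 60% in size; hits raise eYFP signal because A3G escapes Vif-driven loss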
# Target sequence (Q9HC16 whole entry, looked up): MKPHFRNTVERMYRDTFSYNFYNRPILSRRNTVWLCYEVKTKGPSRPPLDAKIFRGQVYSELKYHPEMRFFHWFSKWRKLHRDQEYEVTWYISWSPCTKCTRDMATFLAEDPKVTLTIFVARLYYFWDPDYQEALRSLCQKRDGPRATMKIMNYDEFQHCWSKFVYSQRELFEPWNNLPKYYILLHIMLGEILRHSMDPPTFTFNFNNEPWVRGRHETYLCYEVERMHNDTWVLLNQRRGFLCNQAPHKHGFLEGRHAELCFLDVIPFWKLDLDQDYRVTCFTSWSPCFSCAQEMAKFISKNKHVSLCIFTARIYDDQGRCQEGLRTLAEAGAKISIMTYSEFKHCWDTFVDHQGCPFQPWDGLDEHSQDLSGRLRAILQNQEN
#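 Read-out is eYFP fluorescence (Ex 488/Em 500-530) from Vif-expressing HeLa A3G-eYFP cells; more signal means A3G escaped Vif-mediated degradation. Cells plated overnight, compound pinned in, incubated overnight at 37 deg C.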
# USP1 inh: Inhibitors of USP1/UAF1: Primary Screen | actives 0.23% (n = 390,000) | Ubiquitin carboxyl-terminal hydrolase 1 (Homo sapiens), O94782 | Potency, µM (series often up to 57.1 µM), for inactives: at the highest dose activity change, negative = inhibition, actives largely listed as inhibitors | recombinant USP1/UAF1, Ub-Rhodamine cleavage fluorescence | AID 743255, 2014; also: potency is read from the fitted curve at half-maximal effect; % is scaled to controls: 0 for no effect and ±100 for the full control effect; nearly all actives have a fitted effect of over 60% in size; inactives centre near -12
#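 Step one: compound is pinned into 1nM USP1/UAF1 in HEPES pH 7.8 buffer with TCEP. Step two: 15 min room-temperature incubation. Step three: Ub-Rho (150nM final) starts cleavage, tracked by fluorescence over six one-minute reads.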
# * marks the source's active call; other numbers are inactive results; ? = inconclusive; . = not tested or not shown; & = joins results of further samples; [ ] = remark or other dose. Unless noted, calls follow the shape of the dose curve; as a rule, active = well fitted curve in the direction sought with a large enough effect; inconclusive = small, poorly fitted or top-dose-only effect, or another doubt; inactive = no such curve, though single readings can be large; an effect the other way counts as inactive or inconclusive. This is a subset (hit frequency here may not be typical).
SMILES,IDH1 R132H inh,RGS4 inhibitor,LDHA block,TrxR1 substrate,Vif-APOBEC3F blk,GRP78 ERSR act,rTrxR1 inhibitor,Vif-A3G inh,USP1 inh
COc1cccc(NC(=O)C2CCN(S(=O)(=O)c3c(C)noc3/C=C/c3cccs3)CC2)c1,-9.9%,8.3%,-9.4,-4.1%,3.9%,-1.5%,22.0%,1.1%,-5.1%
COc1ccc(CNCc2cccc(Oc3ccccc3)c2)cc1,6.1%,-8.6%,-13.3,-1.6%[57.1 µM],-1.9%,1.0%,13.8%[57.1 µM],0.5%,-7.7%
CCOc1ccc(NC(=O)Cc2csc(COc3cccc(C)c3)n2)cc1,0.0%,24.0%,-0.4,-2.8%,5.1%,-1.7%,13.0%,0.7%,-19.1%
CCN(CC)C(=O)N1c2ccccc2C=Cc2ccccc21,0.0%,15.3%,-1.6,0.5%,-2.8%,3.8%,-2.0%,3.8%,-18.6%
CN(CC(=O)Nc1ccc(F)cc1)C(=O)COC(=O)CNC(=O)c1ccc(Cl)cc1Cl,-4.2%,-9.7%,-9.4,3.4%[57.1 µM],0.6%,-3.3%,1.2%[57.1 µM],2.1%,-11.5%
O=C(NNC(=O)c1ccccc1O)c1ccc(NS(=O)(=O)c2ccc(F)c(F)c2)cc1,-2.2%,8.5%,3.8,8.1%[57.1 µM],-1.9%,-0.3%,5.3%,-9.3%,-25.6%
NC(N)=N/N=C/c1ccc(OS(=O)(=O)c2ccccc2)cc1,1.6%,14.3%,-3.6,-1.8%,-12.4%,-3.5%,13.7%,-7.2%,-2.2%
O=c1[nH]c(C2CCCN(S(=O)(=O)c3ccccc3)C2)nc2c1nnn2Cc1ccc(OC(F)(F)F)cc1 (stereo not given),-8.1%&-0.1%,14.5%&0.0%,-3.8&-1.3,-12.3%&0.2%,9.6%&-3.8%,-3.6%&0.4%,-9.4%&16.1%,-2.1%&-1.0%,-18.7%&-23.6%
COc1ccc(C(=O)NC(=S)N2CCNC(=O)C2)cc1Br,-0.4%,-34.7%,-4.2,-6.6%,-0.2%,-2.9%,-12.6%,0.9%,-11.6%
O=C1/C(=C/c2ccncc2)CCc2ccccc21,11.9%,-27.6%,0.4,0.1%,-4.3%,-3.4%,?,?,-28.3%
CC(C)(C)C(=O)NCCN1CCN(C(=O)C(C)(C)C)CC1,0.3%,-13.7%,-1.2,-7.2%,.,-3.9%,-8.2%,-1.3%,-11.6%
Cc1ccc(-c2nnc(CCC(=O)NCC3C4CC5CC(C4)CC3C5)o2)s1 (stereo not given),7.8%,18.4%,-3.6,1.2%,-1.5%,-0.5%,8.3%,3.4%,-11.6%
CN(C)S(=O)(=O)c1cccc(COC(=O)c2ccc3c(c2)OCO3)c1,7.1%,-15.7%,-0.7,-4.4%,-17.0%,-3.3%,13.9%,7.0%,-12.4%
CC(/C=N/Nc1nnc2c(n1)[nH]c1ccccc12)=C\c1ccco1,-0.2%,0.2%,-1.9,7.3%,-5.0%,2.3%,11.6%,1.1%,-6.4%
ONC(=Nc1ccccc1Cl)c1ccccc1Cl,21.2%,6.6%,-14.1,0.9%,-1.0%,-1.8%,23.5%,-1.4%,-13.1%
CC(=O)N1CCN(Cc2nc3cc(NS(C)(=O)=O)ccc3n2C)CC1,2.7%,2.3%,4.4,7.0%,9.6%,-1.8%,16.2%,0.9%,-8.3%
COc1ccc(-c2csc(Nc3cccc(C)n3)n2)cc1OC,3.7%,.,-1.0&1.5,.,0.6%,-1.5%,.,4.1%,-19.8%
CCO[C@@H]1OC(C(=O)O)=C[C@H](c2ccc(Br)cc2)[C@H]1CCCO,12.7%,-18.3%,-0.6,-7.7%[57.1 µM],1.3%,-3.2%,8.4%[57.1 µM],-3.7%,-21.9%
COc1cc(NS(=O)(=O)c2ccc(NC(=O)COc3ccc(C)cc3)cc2)nc(OC)n1,-3.1%,-9.5%,-2.6,8.0%,-3.2%,-4.5%,21.4%,-5.2%,-10.9%
CC(=O)C1=C(O)C(=O)N(c2ccc(Br)cc2)C1c1cccc([N+](=O)[O-])c1 (stereo not given),-2.5%,-3.4%,-4.3,-3.9%,2.6%,-0.8%,10.2%,0.4%,-21.7%
COC(=O)C(Cc1ccccc1)NC(=O)CSc1nc(N)cc(=O)[nH]1 (stereo not given),10.0%,-12.2%,3.4,7.2%,-6.2%,-3.5%,19.8%[57.1 µM],-1.3%,-12.2%
COCCn1nnnc1C(c1ccc(Cl)cc1)N1CCSCC1 (stereo not given),0.1%,-15.4%,-5.9,-4.8%,-2.3%,-3.8%,13.0%,0.5%,-4.4%
O=C(NCc1ccco1)C1CCCN1C(=O)Nc1ccc(Cl)cc1 (stereo not given),-4.6%,-106.6%[56.9 µM],1.3,-3.4%,-0.2%,-1.7%,-1.6%,-1.5%,-8.1%
COc1cccc2cc(C(=O)CC3(O)C(=O)N(Cc4ccccc4)c4ccccc43)c(=O)oc12 (stereo not given),3.2%,-22.1%,3.6,0.3%,-1.0%,-2.1%,-13.8%,-1.2%,-23.7%
C=CCNC(=S)N/N=C(\C)c1ccccn1,1.3%,-23.3%,8.6,12.1%,-15.8%,-7.0%,-11.0%,-20.2%,-11.6%
CCc1nc(N2CCN(C(C)=O)CC2)c(C#N)c2c1COC(C)(C)C2,3.4%,0.6%,-5.8,80.2%[activator],-5.1%,0.2%,43.5%[activator],2.3%,-3.1%
Cc1ccc(/C=C(\NC(=O)c2ccc(C)cc2)c2nc(=S)[nH][nH]2)cc1,-3.9%,-18.2%,-1.4,-10.2%,3.5%,1.6%,-17.7%,0.5%,-16.8%
CCC(CC)C(=O)c1c[nH]c(C(=O)NCC2CCCO2)c1 (stereo not given),-0.4%,-13.6%[11.4 µM],-7.8,2.1%[57.1 µM],0.0%,-3.8%,0.3%[57.1 µM],0.3%,5.3%
O=C(C1CCCC1)N1CCN(S(=O)(=O)c2ccc(F)cc2)CC1,1.4%,-10.0%,-1.4,3.3%[57.1 µM],?,-7.5%,0.7%[57.1 µM],-4.1%,-3.8%
CC(O)[C@H]1CNCCN1CCc1cccc(F)c1 (stereo not given in full),0.6%,-16.1%,-3.6,6.9%,-1.5%,-1.9%,17.6%,1.9%,-15.5%
CCCn1c(N)c(NCCN2CCOCC2)c(=O)[nH]c1=O,15.0%,6.3%,-7.7,10.8%[57.1 µM],2.5%,-3.7%,31.8%[57.1 µM],-0.5%,?
Cn1nnc(NC(=S)NC(=O)c2cc3ccccc3o2)n1,7.2%,-40.0%,-1.8,-4.4%,?,-3.2%,?,0.2%,-17.8%
Nc1ncnc2c1ncn2[C@@H]1O[C@H](CNC(=O)[C@@H](N)C2CCCCC2)[C@@H](O)[C@H]1O,4.0%,14.3%,-2.2,2.7%,0.2%,-2.9%,4.0%,-0.4%,-30.0%
Cc1ccc(S(=O)(=O)Nc2nnc(C3CCCCC3)s2)cc1,-9.2%,-6.5%,-10.0,4.8%,-9.7%,-3.6%,13.6%,1.7%,-9.2%
O=C(COC(=O)CSc1ccc(F)cc1)NCCCc1ccccc1,-1.0%,6.5%,-3.2,-0.8%,1.1%,-5.0%,8.8%,0.8%,-4.7%
CCCCNC(=O)c1onc(CSc2cccc(Cl)c2)c1C(=O)O,-3.8%,0.2%,-14.6,4.3%,-1.3%,-2.8%,-5.0%[57.1 µM],-16.4%,-13.7%
CCC1CCCCN1S(=O)(=O)c1c(C)n(C)c(=O)n(C)c1=O (stereo not given),-7.3%,11.3%,-5.1,1.2%,1.1%,-3.9%,6.4%,2.5%,-9.7%
O=C(Cc1cnc2ncnn2c1)N1CCc2c([nH]c3ccccc23)C1c1ccccc1F (stereo not given),1.5%,9.6%,-8.3,-0.7%,-12.2%,-1.9%,7.7%,-4.8%,-29.9%
O=C(Nc1ncccc1O)c1ccc(S(=O)(=O)N2CCCCCC2)cc1,0.6%,0.1%,5.9,-7.7%,-21.7%,18.2%,-5.5%,1.5%,-13.6%
